# Assay outcomes: PubChem BioAssay, several laboratories
# CDK5 p35 inh: CDK5/p35 (human) kinase inhibition. AID 488839. actives 0.01% (n = 330,000). Recombinant CDK5/p35, ADP-Glo luminescence, 60 min. inhibition, % at 10 µM. Q00535+Q15078;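 active = highest replicate inhibition of at least 50% and at least 75% of replicates reaching 50%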;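 note: plate controls were DMSO neutral control for no effect and GW8510 at 10 µM for full effect; many of its hits are not listed in these tables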
# cardiac RTF act: increases calcium sensitivity of human cardiac regulated thin filaments | activation, % at 7.2 µM | AID 493008 | actives 0.24% (n = 340,000) | P19429+P45379 | IANBD-labeled TnC RTF fluorescence at EC20 calcium; 0% EC20 calcium, 100% full calcium;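 active = activation above the mean over all tested compounds plus 3 SD, cut at about 30% in these data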;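 note: rise in fluorescence read as greater calcium sensitivity of cardiac thin filaments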
# Keap1 Nrf2 FP: disrupts human Keap1 binding to Nrf2 peptide | Q14145 | Keap1 Kelch-Nrf2 peptide fluorescence polarization, 1536-well | inhibition, % at 9.4 µM | actives 0.15% (n = 340,000) | AID 504523; in the data active = inhibition above about 12%;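 note: human Keap1 Kelch domain with fluorescein labeled Nrf2 9mer peptide probe; 0% = neutral control wells and 100% = peptide positive control; higher means more block of Keap1 binding to Nrf2 peptide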
# PfHsp90 yeast 2: reduces growth (ATP signal) of yeast expressing P. falciparum Hsp90. inhibition, % at 9.4 µM. S. cerevisiae expressing PfHsp90, BacTiter-Glo ATP, 48 h; yeast lacking PDR1 and PDR3 efflux regulators. actives 0.32% (n = 310,000);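 active = every replicate shows inhibition above about 80%, whatever the replicate mean, limit read from the data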;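 note: 0% = DMSO neutral controls and 100% = 20 µM radicicol positive controls; yeast relying on Plasmodium falciparum Hsp90 in place of its own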
# PvdQ inh: blocks Pseudomonas aeruginosa PvdQ acylase activity | actives 0.063% (n = 340,000) | inhibition, % at 10 µM | AID 488965 | purified PvdQ acylase, fluorescence plate reader; in the data active = inhibition above about 30%, passing the limit was not always enough;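 note: 0% = vehicle neutral wells and 100% = reference inhibitor wells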
# dFosB act: mouse delta FosB homodimer activation; P13346; purified delta FosB, TAMRA-CDK5 oligo fluorescence polarization; percent of positive-control signal above neutral wells; activation, % at 25 µM; actives 0.99% (n = 340,000); AID 493131;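 active = mean activation above about 17%, with every replicate also reaching it, limit read from the data, passing the limit was not always enough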;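 note: fluorescence polarization rise as delta FosB binds a TAMRA Cdk5 AP-1 oligo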
# Target sequence (P13346 whole entry, looked up): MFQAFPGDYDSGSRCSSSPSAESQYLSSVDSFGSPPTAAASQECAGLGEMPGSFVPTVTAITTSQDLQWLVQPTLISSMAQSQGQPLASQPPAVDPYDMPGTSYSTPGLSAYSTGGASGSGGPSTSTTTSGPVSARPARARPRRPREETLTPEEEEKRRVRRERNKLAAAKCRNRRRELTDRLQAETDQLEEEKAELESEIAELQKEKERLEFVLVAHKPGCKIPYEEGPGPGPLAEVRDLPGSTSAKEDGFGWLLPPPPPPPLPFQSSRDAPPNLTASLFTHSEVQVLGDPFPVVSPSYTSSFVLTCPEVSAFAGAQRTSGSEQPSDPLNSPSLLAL
# Cardiac RTF inh: cardiac RTF calcium desensitization; P19429+P45379; IANBD-labeled cardiac RTF, Ca2+ fluorescence; inhibition, % at 7.15 µM; actives 0.12% (n = 340,000);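 active = inhibition above the mean inhibition of all tested compounds plus 3 SD, cut at about 17% in these data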;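 note: assay run at fixed EC70 calcium of 1.6 mM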
# Rtt109 HAT inh: inhibitors of Candida albicans Rtt109/Vps75 histone acetyltransferase | Q5AAJ8 | purified Rtt109/Vps75, ThioGlo CoA-SH fluorescence, 4 h | inhibition, % at 34.9 µM | actives 0.16% (n = 330,000);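 active = inhibition of at least 50% in every replicate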
# Target sequence (Q5AAJ8 whole entry, looked up): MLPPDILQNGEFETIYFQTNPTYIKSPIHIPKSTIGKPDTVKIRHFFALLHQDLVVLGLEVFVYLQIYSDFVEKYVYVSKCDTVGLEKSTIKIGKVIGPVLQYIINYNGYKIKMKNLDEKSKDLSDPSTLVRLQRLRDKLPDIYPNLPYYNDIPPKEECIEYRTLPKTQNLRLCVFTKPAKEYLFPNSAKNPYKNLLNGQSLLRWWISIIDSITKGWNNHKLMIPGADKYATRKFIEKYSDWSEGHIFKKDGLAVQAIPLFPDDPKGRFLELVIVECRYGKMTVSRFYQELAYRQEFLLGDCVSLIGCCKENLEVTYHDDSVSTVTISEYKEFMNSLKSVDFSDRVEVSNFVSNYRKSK
# NSD2 inh: blocks human histone methyltransferase NSD2. O96028. NSD2 peptide methylation, AlphaScreen, 120 min. inhibition, % at 12.5 µM. actives 0.54% (n = 310,000); in the data active = inhibition above about 50%
# Mot1-301 SUMO: inhibitors of SUMOylation pathway: yeast Mot1-301 growth rescue; S. cerevisiae Mot1-301 growth rescue, ATP luminescence, 38.5C; percent above DMSO median, 100 means doubled; growth rescue, % at 18.8 µM; actives 1% (n = 320,000); AID 2716;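 active = every valid replicate shows activation above 250% relative to neutral control wells; inactive = the rest, any valid replicate at or below 250%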;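 note: OY570 slx delta 5 strain wells were the positive control but not used for scaling; some compounds called inactive have numbers as strong as hits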
# C-LANA FP: inhibitors of KSHV LANA C-terminal domain DNA binding; actives 0.078% (n = 340,000); MBP-C-LANA/FAM-LBS DNA binding, fluorescence polarization; inhibition, % at 9 µM;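 active = highest replicate inhibition at or above 60% at 9 µM, even if other replicates fall short; inactive = all replicates below 60% inhibition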;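 note: 0% = neutral control wells and 100% = 4 µM acridine orange control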
# Active calls of the source: *; nt = not tested or not shown.
cpd	Molecule	CDK5 p35 inh	cardiac RTF act	Keap1 Nrf2 FP	PfHsp90 yeast 2	PvdQ inh	dFosB act	Cardiac RTF inh	Rtt109 HAT inh	NSD2 inh	Mot1-301 SUMO	C-LANA FP
1	Clc1ccc(-c2nnc(SCc3ccon3)o2)c(Cl)c1	-2.4	2	0	2	-9	2	-4	-12	7	-10	1.2
2	COc1nc(NCc2cccnc2)nc(NC2CCCCC2)n1	0.4	-5	2	21	-8	2	-3	4	0	38	1.2
3	CCOc1ccc2ccccc2c1CNc1nnnn1C	-2.2	1	1	-10	0	-7	4	23	1	28	-1.3
4	CC(O)c1cc2c(s1)c1cnn(Cc3ccccc3F)c(=O)c1n2C (centres undefined)	0.5	-7	-3	-16	4	-1	-1	-5	nt	nt	0.1
5	O=C(N/N=C/c1ccccn1)c1ccc(S(=O)(=O)N2CCCCCC2)cc1	-0.1	0	0	19	9	11	12	nt	-1	-8	3.0
6	COc1cc(SC#N)ccc1N=Cc1c(C)[nH]n(-c2ccc(C)c(C)c2)c1=O	-0.7	-17	4	-33	1	-7	-8	56*	-3	-14	-0.6
7	Cc1ccc(CCNS(=O)(=O)c2ccc3c(c2)C(C)(C)C(=O)N3C)cc1	-4.4	9	0	-5	-8	-12	-5	-3	nt	4	1.3
8	CC(C)(C)S(=O)(=O)N1C[C@@H]2CC/C=C\C/C(c3ccccc3)=C\2[C@H]1CCO	1.1	0	-1	-11	-8	0	-5	-1	nt	nt	-0.6
9	O=C1CSC(c2ccccc2)N1CC12CC3CC(CC(O)(C3)C1)C2 (centres undefined)	-0.8	6	-4	-5	3	-3	5	25	1	43	-1.1
10	COc1cc(OC)c2ccc(=O)oc2c1C(CC(=O)N1CCCC1)c1ccc(N(C)C)cc1 (centres undefined)	-2.2	9	-3	-18	-12	-4	1	5	nt	-6	-0.6
11	COc1cc(/C=C/C(=O)OCC(=O)NCc2cccs2)ccc1OC(F)F	-0.9	3	1	-10	12	-8	-4	3	1	-22	-1.9
12	CC1Cc2ccccc2N1CC(=O)NC(=O)NC1CCCCC1 (centres undefined)	-0.7	0	-1	-6	-14	-1	-1	-7	21	-6	-0.4
13	CCOC(=O)c1cccnc1SCC(=O)Nc1ccc(C)cc1	-1.8	0	0	-19	-10	-6	-6	-7	-1	-15	-0.7
14	COc1cc(/C=N/NC(=O)c2ccncc2)ccc1OCc1cnc(Cl)s1	-0.9	6	1	3	3	-16	3	-6	-4	15	-1.2
15	CCOc1cc(NC(=O)CC(C)C)c(OCC)cc1NC(=O)CCn1nnc2ccccc21	-1.1	6	-3	-31	-19	2	-10	1	-2	-2	-1.9

# New compounds follow
cpd	Molecule	CDK5 p35 inh	cardiac RTF act	Keap1 Nrf2 FP	PfHsp90 yeast 2	PvdQ inh	dFosB act	Cardiac RTF inh	Rtt109 HAT inh	NSD2 inh	Mot1-301 SUMO	C-LANA FP
16	O=C(OCC(=O)N1CCc2ccccc21)c1ccc([N+](=O)[O-])o1	-1.1	4	-8	-6	-14	-9	-5	-1	-8	19	2.1
17	CC(NC(=O)C1CCN(C(=O)Nc2ccccc2)CC1)c1ccc(Cl)cc1 (centres undefined)	-1.2	3	0	-17	-9	-2	-7	-1	-2	-10	1.0
18	OCCCNc1ncnc2[nH]ncc12	2.6	-4	0	-15	-2	-1	-4	10	-1	nt	-0.8
19	CCCCn1c(N)c(N(CC(C)C)C(=O)CCNC(=O)c2ccccc2Cl)c(=O)[nH]c1=O	-1.3	-4	-5	-27	-3	-4	-7	-7	-2	218	-1.9
20	O=c1cc(-c2ccsc2)oc2cc(-c3ccc4c(c3)OCO4)ccc12	-0.6	-6	-6	nt	-13	-5	5	2	nt	4	0.9
21	CCOc1ccccc1N1CC(C(=O)Nc2cccc(S(=O)(=O)N3CCCCC3)c2)CC1=O (centres undefined)	0.2	2	1	nt	1	-8	-5	-3	nt	25	0.4
22	Cc1cc(C)cc(NC(=O)CN(C)CC(=O)N(CC(C)C)c2c(N)n(CC(C)C)c(=O)[nH]c2=O)c1	-0.4	-1	-1	-13	-18	-8	-7	-6	nt	26	1.7
23	Cc1ccc(Nc2cc(=O)[nH]c(=O)[nH]2)c(C)c1	-1.7	-2	-2	-4	0	6	-5	-5	nt	3	1.9
24	O=C(NCCCN1CCCCCC1)c1ccc2c(Cl)c3c(nc2c1)CCCC3	-4.9	-2	-6	4	-8	-9	0	-1	1	15	-4.1
25	CS(=O)(=O)c1ccc(C(=O)Nc2cccc(-c3nc4ccccc4[nH]3)c2)cc1	0.1	3	-4	13	-12	-28	-1	3	-4	4	0.1
26	O=C(OCC(=O)N1CCCCCC1)c1cnc(Cl)c(Cl)c1	1.2	0	-2	-23	-6	5	-5	-1	0	nt	3.4
27	Cc1ncc([N+](=O)[O-])n1CCOC(=O)NC(NCc1ccccc1)C(Cl)(Cl)Cl (centres undefined)	-2.6	1	2	-14	-10	-5	-10	-14	9	-3	0.5
28	COC(=O)c1cc(N2CCNCC2)nc2ccccc12	0.0	1	5	-18	-6	15	3	-134	nt	-21	2.0
29	O=C(NCCCn1ccnc1)/C(=C/c1ccccc1)NC(=O)c1ccccc1	-0.8	7	0	nt	-4	-4	-12	9	-5	-26	0.8
30	CCOc1ccc(OCC)c(C2C(C#N)=C(N)N(c3cccnc3)C3=C2C(=O)CC(C)(C)C3)c1 (centres undefined)	0.1	9	-6	0	-3	-8	0	8	1	-4	-0.7

# Following part.
cpd	Molecule	CDK5 p35 inh	cardiac RTF act	Keap1 Nrf2 FP	PfHsp90 yeast 2	PvdQ inh	dFosB act	Cardiac RTF inh	Rtt109 HAT inh	NSD2 inh	Mot1-301 SUMO	C-LANA FP
31	CC(=O)Nc1cc2c(cc1Br)OCCO2	-1.0	-3	-2	-4	1	-6	7	-7	1	41	1.0
32	CCOc1ccccc1N1CCN(C(=S)Nc2ccc(S(=O)(=O)Nc3ncccn3)cc2)CC1	0.4	-4	-2	3	-7	-11	-1	-5	1	-6	1.1
33	CCC(=O)N1CCN(c2ccc(Cl)cc2NC(=O)c2ccc3c(c2)OCCO3)CC1	-1.7	6	0	-1	-18	-11	-4	12	13	-2	-1.0
34	CC(C)C(=O)N1CCN(c2ccc(NC(=O)COc3ccccc3[N+](=O)[O-])cc2)CC1	2.2	nt	1	3	-11	-5	nt	8	-3	-4	-0.6
35	CN(C)C(=O)N1CCC(C(=O)NCc2ccc(F)cc2)CC1	1.3	6	1	14	-1	-5	-2	11	nt	81	1.0
36	c1cncc(-c2nc(NCC3COc4ccccc4O3)c3ccccc3n2)c1 (centres undefined)	0.7	0	1	6	10	-3	-2	6	1	2	-1.9
37	COc1ccccc1N(CC(=O)NC1CCCC1)C(=O)c1csnn1	-0.1	2	-1	-1	-16	1	-21	-10	6	-6	0.2
38	Cc1nc2nc(C)c(CCC(=O)Nc3ccc4c(c3)OCO4)c(C)n2n1	-2.7	-3	-4	-20	-9	11	-2	-16	-1	-3	-0.9
39	COc1cccc(CNC(=O)CCn2ccc3cc(S(=O)(=O)N4CCCC4)ccc32)c1	-5.2	-3	-6	-17	-9	-5	-7	4	-1	29	1.3
40	O=c1[nH]nc(-c2ccc(F)cc2)cc1Cc1cccs1	-0.8	-4	4	1	-1	-3	-3	-2	-5	-5	-0.9
41	CCCC[C@@H]1CNCCN1CCc1cccc2ccccc12	0.7	-5	-4	12	28	8	-7	4	nt	-2	-1.8
42	CCc1ccc(/C=C/C(=O)c2ccc(S(=O)(=O)N(C)C)cc2)cc1	1.4	-3	-4	nt	6	-5	11	-3	0	-5	-2.1
43	CN(C(=O)c1ccc2c(c1)OCO2)C1(C(=O)NC2CCCC2)CCCCC1	-0.4	-2	-1	-4	-18	2	-6	0	17	nt	-1.5
44	O=C(CN1CCN(S(=O)(=O)c2ccc(Br)cc2)CC1)N/N=C/c1cccnc1	-5.9	10	-6	7	-10	-11	4	6	6	9	-0.1
45	COc1ccc(CNC2CCCCC2C)c(OC)c1 (centres undefined)	-4.3	-2	-1	nt	-8	-3	-15	-23	1	-5	1.3

# Some entries already given with just Keap1 Nrf2 FP.
nr	SMILES	Keap1 Nrf2 FP
40	O=c1[nH]nc(-c2ccc(F)cc2)cc1Cc1cccs1	4
33	CCC(=O)N1CCN(c2ccc(Cl)cc2NC(=O)c2ccc3c(c2)OCCO3)CC1	0
32	CCOc1ccccc1N1CCN(C(=S)Nc2ccc(S(=O)(=O)Nc3ncccn3)cc2)CC1	-2
42	CCc1ccc(/C=C/C(=O)c2ccc(S(=O)(=O)N(C)C)cc2)cc1	-4
36	c1cncc(-c2nc(NCC3COc4ccccc4O3)c3ccccc3n2)c1 (centres undefined)	1
31	CC(=O)Nc1cc2c(cc1Br)OCCO2	-2
44	O=C(CN1CCN(S(=O)(=O)c2ccc(Br)cc2)CC1)N/N=C/c1cccnc1	-6

# Excerpt: nos. 1 to 2
cpd	Molecule	CDK5 p35 inh	cardiac RTF act	Keap1 Nrf2 FP	PfHsp90 yeast 2	PvdQ inh	dFosB act	Cardiac RTF inh	Rtt109 HAT inh	NSD2 inh	Mot1-301 SUMO	C-LANA FP
1	Clc1ccc(-c2nnc(SCc3ccon3)o2)c(Cl)c1	-2.4	2	0	2	-9	2	-4	-12	7	-10	1.2
2	COc1nc(NCc2cccnc2)nc(NC2CCCCC2)n1	0.4	-5	2	21	-8	2	-3	4	0	38	1.2

# Next part:
cpd	Molecule	CDK5 p35 inh	cardiac RTF act	Keap1 Nrf2 FP	PfHsp90 yeast 2	PvdQ inh	dFosB act	Cardiac RTF inh	Rtt109 HAT inh	NSD2 inh	Mot1-301 SUMO	C-LANA FP
46	Cc1ccc(C)c(S(=O)(=O)Nc2cc3c4c(c2)CC(=O)N4CCC3)c1	-1.0	-14	3	-2	1	-3	2	-2	3	-4	0.1
47	CC1CCN(C(=O)CSc2nnc(Cn3c(=O)sc4ccccc43)n2C)CC1	0.6	0	-3	nt	-16	-2	-11	1	nt	269	-0.1
48	Cc1ccc(C)c(OCCNc2ccc([N+](=O)[O-])cn2)c1	0.2	5	1	11	-8	-3	-8	3	-3	9	-2.1
49	N#Cc1c(-c2cccc(F)c2)cc(-c2ccccc2)nc1Br	2.5	-6	2	-11	-8	5	5	-6	-8	-7	1.1
50	CCC(C)(C)NC(=O)C(c1ccc(C)cc1)N(Cc1cccnc1)C(=O)c1csnn1 (centres undefined)	-0.2	10	-1	nt	-8	-8	-11	-4	-2	23	-0.5
51	COC(=O)CCc1ccc(O)cc1	1.2	10	-5	22	-20	-7	-6	-5	nt	-9	0.4
52	Cc1ccc(NC(=O)COC(=O)c2ccc[n+]([O-])c2)c(Br)c1	-0.8	-4	-4	-10	1	-9	-6	2	1	-11	-2.8
53	Cc1nn(C)c(N)c1[N+](=O)[O-]	2.3	6	-3	-4	-10	-4	-1	-3	-2	4	1.0
